Source: PubChem
PPARg SRC-2 ag: PPARgamma-driven SRC-2 recruitment agonism | activation, % at 8 µM | P37231 | PPARgamma LBD-SRC-2 recruitment, biochemical | AID 1032 | 200,000 tested, 0.34% active; in the data active = activation above about 22%;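 also: 0% = vehicle and 100% = reference agonist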
S1P3 antag: blocks the human S1P3 receptor. Q99500. CHO S1P3 NFAT-BLA reporter, FRET fluorescence, antagonist mode. inhibition, % at 4.98 µM. 170,000 tested, 0.27% active. AID 485;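 active = inhibition above the plate cutoff, the mean inhibition of test wells on that plate plus 3 SD, cut at about 28% in these data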;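 also: cells challenged with S1P at its EC80 of 0.8 µM; blue over green emission ratio from cleaved BLA substrate after 4 h stimulation; 0% = S1P-stimulated wells and 100% = unstimulated DMSO-only wells; some compounds past the cut are filed as inactive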
Target sequence (Q99500 whole entry, looked up): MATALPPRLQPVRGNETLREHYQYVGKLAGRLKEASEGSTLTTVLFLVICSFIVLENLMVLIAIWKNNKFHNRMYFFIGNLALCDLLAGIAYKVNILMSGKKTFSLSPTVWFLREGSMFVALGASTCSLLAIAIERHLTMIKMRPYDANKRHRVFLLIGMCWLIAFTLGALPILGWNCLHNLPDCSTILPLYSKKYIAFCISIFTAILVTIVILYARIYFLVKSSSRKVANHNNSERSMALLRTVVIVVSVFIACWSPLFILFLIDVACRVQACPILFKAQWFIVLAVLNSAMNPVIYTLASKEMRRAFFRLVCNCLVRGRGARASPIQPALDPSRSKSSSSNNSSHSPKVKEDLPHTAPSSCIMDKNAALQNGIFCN
PPARg SRC-3 ag: agonists of human PPARgamma SRC-3 coactivator recruitment. biochemical PPARgamma/SRC-3 coactivator recruitment assay. P37231. 200,000 tested, 0.26% active. activation, % at 8 µM; in the data active = activation above about 23%;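 also: 0% = DMSO and 100% = reference agonist; some compounds past the cut are filed as inactive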
TR-FRET SRC-2 ct: counter-screen for PPARgamma SRC-2 recruitment agonists: TR-FRET artefact | TR-FRET ratio at 8 µM | hits give high values | 200,000 tested, 0.4% active; in the data active = TR-FRET ratio above about 2000; also: inactives centre near 1500
PMI activator: activators of human phosphomannose isomerase. purified human PMI, coupled resazurin fluorescence, 20 min; hits give high values; 1 = vehicle control, 0 substrate-free wells. P34949. AID 1214. 190,000 tested, 0.005% active. activation factor at 20 µM;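 active = activation factor of 2 or more at 20 µM, relative to plate controls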
ROMK primary: modulators of human ROMK potassium channel. P48048. Tet-inducible ROMK, thallium flux fluorescence; actives lie on both sides. B-score at 10 µM. 130,000 tested, 2% active. AID 1918;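 active = signal ratio slope over the read window, or its plate-corrected B-score, at least 3 SD from the plate mean, either direction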;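 also: B-score of the F/F0 ratio slope over 7 to 12 s after thallium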
Target sequence (P48048 whole entry, looked up): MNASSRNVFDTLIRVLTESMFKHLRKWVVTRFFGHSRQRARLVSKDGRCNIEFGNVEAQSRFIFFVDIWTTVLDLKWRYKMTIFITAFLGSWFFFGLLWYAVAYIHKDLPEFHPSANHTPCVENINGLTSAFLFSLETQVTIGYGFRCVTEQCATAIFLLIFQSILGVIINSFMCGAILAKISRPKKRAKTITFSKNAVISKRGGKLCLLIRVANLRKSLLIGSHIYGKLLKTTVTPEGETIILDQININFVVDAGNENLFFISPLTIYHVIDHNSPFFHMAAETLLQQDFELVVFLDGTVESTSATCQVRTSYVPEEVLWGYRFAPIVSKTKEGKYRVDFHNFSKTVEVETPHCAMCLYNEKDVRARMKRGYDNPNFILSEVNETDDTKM
Diaphorase act: activates diaphorase or chemically reduces, flagging diaphorase assay artifacts | Diaphorase/resazurin coupled assay, resorufin fluorescence, 16 min; hits give high values; 1 = vehicle wells, 0 = NADH-free wells | 190,000 tested, 0.005% active | AID 1229 | activation factor at 20 µM;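 active = diaphorase activity raised at least twofold by the compound at 20 µM; inactive = activation factor below 2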
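test system = bacterial diaphorase enzyme (C. kluyveri) | quantity = enzyme 0.07 U/mL final | reagent = NADH substrate 0.114 mM plus resazurin dye 0.1 mM, final | incubation = 16 min enzyme reaction, ambient temperature | buffer or medium = HEPES pH 7.4 buffer with MgCl2 and Tween 20 | signal = fluorescence of resorufin, 544 nm excitation, 590 nm emission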
PMI act hi M6P: increases human PMI activity with near-saturating mannose 6-phosphate | activation factor at 20 µM | 190,000 tested, 0.34% active | coupled PMI enzyme assay, resazurin fluorescence, 20 min; hits give high values; 1 = untreated enzyme, 0 = substrate-free blank;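 active = activation factor of 2 or more at 20 µM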
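Test system: human phosphomannose isomerase with PGI, G6PDH, diaphorase coupling enzymes / Doses: 20 µM compound, 1% DMSO / Times: enzyme reaction with compound 20 min at room temperature / Measured by: Diaphorase-driven resazurin-to-resorufin fluorescence, excitation 544, emission 590 nm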
PPARg SRC-1 ag: agonists of human PPARgamma SRC-1 coactivator recruitment; P37231; PPARgamma-SRC-1 coactivator recruitment biochemical assay; activation, % at 8 µM; 200,000 tested, 0.41% active; AID 631; in the data active = activation above about 19%;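 also: 0% = DMSO and 100% = reference agonist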
G6PDH counter: inhibits Leuconostoc G6PDH, flagging false hits in G6PDH-based assays; inhibition, % at 5 µM; 200,000 tested, 0.12% active; Purified L. mesenteroides G6PDH, diaphorase/resazurin coupled fluorescence, 45 min; in the data active = inhibition above about 50%
Diaphorase inh: inhibits diaphorase or chemically oxidizes, flagging diaphorase assay artifacts | inhibition, % at 20 µM | diaphorase resazurin-to-resorufin fluorescence, NADH, 16 min; bacterial (C. kluyveri) enzyme, not human | 190,000 tested, 0.69% active;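 active = primary screen inhibition at 20 µM above a set limit, cut at about 50% in these data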;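 also: plate controls were DMSO with full reaction for no effect and wells lacking NADH for full effect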
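Assay system: diaphorase enzyme from Clostridium kluyveri; Input: enzyme working solution with 0.14 U/mL diaphorase; Timing: 16 min at room temperature; Technique: resorufin fluorescence, excitation 544 nm, emission 590 nm; Benchmarks: positive control minus NADH, DMSO neutral control.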
Numbers without * were called inactive; x = not tested or not shown.

Results follow in this order: PPARg SRC-2 ag | S1P3 antag | PPARg SRC-3 ag | TR-FRET SRC-2 ct | PMI activator | ROMK primary | Diaphorase act | PMI act hi M6P | PPARg SRC-1 ag | G6PDH counter | Diaphorase inh
[1] CCOC(=O)c1c(-c2ccc(C)cc2)cn2ccccc12
    3 | x | 3 | 1628 | 1.1 | x | 0.9 | 1.1 | 1 | 6 | 7
[2] CC1=C(C(=O)OC(C)C)C(c2cn(-c3ccccc3)nc2-c2cccs2)NC(=O)N1 (stereo not given)
    3 | -3 | 0 | 1459 | 0.8 | -1.9 | 0.8 | 0.9 | 7 | 5 | 25
[3] Cc1ccc(CSCc2ccc(C(=O)NCCCN3CCOCC3)o2)cc1
    6 | -2 | 4 | 1592 | 1 | -0.011 | 0.9 | 1 | -1 | 8 | 9
[4] COc1cc(C2CC(=O)N3CN(Cc4ccco4)CSC3=C2C#N)ccc1OCc1ccccc1 (stereo not given)
    5 | -1 | 5 | 1604 | 0.5 | x | 0.5 | 0.3 | 1 | 14 | 45
[5] O=C(Cn1c(=O)[nH]c2ccsc2c1=O)NC1CCCCCC1
    1 | x | -10 | 1386 | 1 | -0.58 | 0.9 | 1 | -1 | 4 | 12
[6] CC(=O)NS(=O)(=O)c1ccc(NC(=O)/C=C/c2cn(-c3ccccc3)nc2-c2ccccc2)cc1
    4 | 12 | 5 | 1419 | 1 | x | 0.8 | 1 | -4 | -14 | 20
[7] CC(C)n1c(C(O)c2ccccc2)nc2ccccc21 (stereo not given)
    -5 | 29 | -6 | 1331 | 1 | -1.4 | 0.8 | 1 | -5 | 12 | 16
[8] CCOC(=O)C1CCN(Cc2ccc(Cl)c(Cl)c2)CC1
    7 | x | -4 | 1364 | 0.8 | -0.25 | 0.9 | 0.9 | 1 | 3 | 13
[9] CC1CCCCC1NC(=O)CSc1nnnn1-c1ccccc1 (stereo not given)
    6 | 2 | -3 | 1506 | 0.9 | -0.42 | 1 | 0.9 | 0 | -2 | 0
[10] CCNC(=S)NNC(=O)c1ccccn1
    8 | 0 | 5 | 1420 | 0.9 | -0.014 | 0.7 | 1.1 | 9 | -3 | 32

Looked up one by one from the list above:
Results follow in this order: PPARg SRC-2 ag | S1P3 antag | PPARg SRC-3 ag | TR-FRET SRC-2 ct | PMI activator | ROMK primary | Diaphorase act | PMI act hi M6P | PPARg SRC-1 ag | G6PDH counter | Diaphorase inh
[10] CCNC(=S)NNC(=O)c1ccccn1
    8 | 0 | 5 | 1420 | 0.9 | -0.014 | 0.7 | 1.1 | 9 | -3 | 32
[3] Cc1ccc(CSCc2ccc(C(=O)NCCCN3CCOCC3)o2)cc1
    6 | -2 | 4 | 1592 | 1 | -0.011 | 0.9 | 1 | -1 | 8 | 9

Compounds from the list above that contain a thiophene ring, fused or not (two):
Results follow in this order: PPARg SRC-2 ag | S1P3 antag | PPARg SRC-3 ag | TR-FRET SRC-2 ct | PMI activator | ROMK primary | Diaphorase act | PMI act hi M6P | PPARg SRC-1 ag | G6PDH counter | Diaphorase inh
[2] CC1=C(C(=O)OC(C)C)C(c2cn(-c3ccccc3)nc2-c2cccs2)NC(=O)N1 (stereo not given)
    3 | -3 | 0 | 1459 | 0.8 | -1.9 | 0.8 | 0.9 | 7 | 5 | 25
[5] O=C(Cn1c(=O)[nH]c2ccsc2c1=O)NC1CCCCCC1
    1 | x | -10 | 1386 | 1 | -0.58 | 0.9 | 1 | -1 | 4 | 12

Later entries
Results follow in this order: PPARg SRC-2 ag | S1P3 antag | PPARg SRC-3 ag | TR-FRET SRC-2 ct | PMI activator | ROMK primary | Diaphorase act | PMI act hi M6P | PPARg SRC-1 ag | G6PDH counter | Diaphorase inh
[11] CCC(C)NC(=O)c1c(N)n(/N=C/c2cccnc2)c2nc3ccccc3nc12 (stereo not given)
    -7 | -10 | -2 | 1630 | 0.9 | 0.24 | 0.7 | 0.8 | -3 | 0 | 33
[12] Cc1ccc(Cn2ccc(NC(=O)c3cc(C)on3)n2)cc1
    6 | x | 12 | 1734 | 1 | -1.2 | 0.9 | 1.1 | 7 | 0 | 11
[13] O=C(CCCN1C(=O)C2CCCCN2C1=O)N1CCN(c2ccc([N+](=O)[O-])cc2)CC1 (stereo not given)
    -6 | x | -4 | 1495 | 0.9 | 0.17 | 0.8 | 0.9 | -4 | -22 | 24
[14] CCN(CC)c1ccc(NC(=O)C(C)C)cc1
    -4 | 0 | 1 | 1410 | 1 | x | 0.8 | 1 | 3 | 0 | 16
[15] COc1ccc(Cn2c(O)cc(=O)[nH]c2=O)cc1
    -1 | x | 2 | 1574 | 1 | 0.8 | 0.8 | 1.1 | 1 | 1 | 23
[16] Cc1cc(=O)n(CNC(=O)c2ccccc2)c(=S)[nH]1
    6 | x | 15 | 1627 | 0.9 | -0.035 | 0.8 | 0.9 | -3 | -3 | 18
[17] COc1ccc(NC(=O)CCCSc2nc(-c3ccco3)cc(C(F)(F)F)n2)cc1OC
    4 | x | 2 | 1634 | 1.1 | x | 1 | 1 | 9 | 3 | -4
[18] CCn1c(Cn2nnc(-c3ccccc3)n2)nnc1SCC(=O)Nc1ccccc1
    3 | 13 | 12 | 1671 | 1 | 0.68 | 0.8 | 0.9 | 11 | 2 | 20
[19] COc1ccc(N2CC(C)Cn3c2nc2c3c(=O)n(CCN3CCOCC3)c(=O)n2C)cc1 (stereo not given)
    3 | -14 | -2 | 1730 | 1 | x | 0.9 | 1 | 5 | 3 | 10
[20] O=S(=O)(NCc1csc(-c2cccnc2)n1)c1ccc2c(c1)OCCO2
    3 | -10 | 1 | 1556 | 1 | x | 0.9 | 1 | 9 | 13 | 14

Other compounds.
Abbreviations: A = PPARg SRC-2 ag; B = S1P3 antag; C = PPARg SRC-3 ag; D = TR-FRET SRC-2 ct; E = PMI activator; F = ROMK primary; G = Diaphorase act; H = PMI act hi M6P; I = PPARg SRC-1 ag; J = G6PDH counter; K = Diaphorase inh
#21 COc1ccc(C(C#N)N2CCCCCC2)cc1OC (stereo not given)
  A: -7 | B: -4 | C: -4 | D: 1496 | E: 1 | F: 0.33 | G: 0.8 | H: 0.9 | I: -2 | J: 2 | K: 17

#22 Cc1noc(C)c1CSc1nc2ccccc2[nH]1
  A: 1 | B: -10 | C: -6 | D: 1671 | E: 1 | F: x | G: 1 | H: 1 | I: 0 | J: -10 | K: 5

#23 FC(F)(F)c1nnc2ccc(NCc3cccnc3)nn12
  A: 4 | B: -13 | C: -1 | D: 1382 | E: 0.9 | F: 0.4 | G: 0.9 | H: 0.9 | I: 2 | J: 7 | K: 11

#24 Cc1cnc(C(=O)OCC(=O)NC2CCCCCC2)cn1
  A: 3 | B: -10 | C: 3 | D: 1551 | E: 0.9 | F: -0.64 | G: 0.9 | H: 0.9 | I: 6 | J: 3 | K: 12

#25 CCOC(=O)C1=C(C)NC2=C(C(=O)CC(c3cccs3)C2)C1c1cccs1 (stereo not given)
  A: 5 | B: x | C: 13 | D: 1786 | E: 1 | F: x | G: 1 | H: 1.1 | I: 4 | J: 0 | K: 2

#26 COc1cc(OC)cc(C(=O)Oc2ccc(/C=N/Nc3nc4ccccc4s3)cc2OC)c1
  A: -1 | B: -13 | C: 0 | D: 1891 | E: 1 | F: -0.43 | G: 0.9 | H: 0.8 | I: 8 | J: 5 | K: 15

#27 CCOC(=O)c1c(NC(=O)C2CC2)sc(C)c1CC
  A: -1 | B: -4 | C: 0 | D: 1621 | E: 1 | F: -0.21 | G: 1 | H: 1 | I: 2 | J: -2 | K: 3

#28 Cc1cccc(OCC(=O)NCC(=O)N/N=C/c2ccc([N+](=O)[O-])cc2)c1
  A: 6 | B: -5 | C: -5 | D: 1559 | E: 1.1 | F: 0.048 | G: 1 | H: 1.1 | I: 7 | J: 0 | K: 2

#29 O=c1[nH]nc(-c2cccs2)c2ccccc12
  A: 9 | B: -8 | C: 4 | D: 1553 | E: 1 | F: 1.2 | G: 0.9 | H: 1 | I: 8 | J: 3 | K: 8

#30 COP(C)(=O)c1c(C)nn(-c2ccccc2)c1C (stereo not given)
  A: 4 | B: x | C: 3 | D: 1466 | E: 1 | F: x | G: 1 | H: 1 | I: -2 | J: -6 | K: -2

#31 COc1ccc(-c2[nH]ncc2/C=N/NC(=O)c2ccc(Br)cc2)c(OC)c1
  A: -3 | B: -16 | C: -3 | D: 1430 | E: 0.9 | F: -0.44 | G: 0.9 | H: 1 | I: -7 | J: -9 | K: 11

#32 Cc1ccc(NC(=O)NC2CCN(S(=O)(=O)c3ccc(F)cc3)CC2)cc1
  A: -6 | B: x | C: 9 | D: 1368 | E: 1 | F: x | G: 1 | H: 1 | I: -5 | J: 9 | K: -2

#33 CCc1ccc(NC(=O)C2CC(=O)N(C(C)C)C2)cc1 (stereo not given)
  A: -6 | B: -25 | C: -7 | D: 1386 | E: 0.9 | F: -0.35 | G: 0.9 | H: 0.9 | I: -8 | J: -20 | K: 10

#34 C=C(Br)Cn1c(CCCC)nc2ccccc21
  A: 5 | B: x | C: 7 | D: 1583 | E: 0.9 | F: -1.1 | G: 0.9 | H: 0.9 | I: -5 | J: 13 | K: 10

#35 Cn1c(=O)cc(NCCc2ccccc2)[nH]c1=O
  A: 5 | B: 14 | C: -16 | D: 1674 | E: 0.9 | F: x | G: 0.9 | H: 1 | I: 1 | J: 0 | K: 10

#36 CCC(NC(=O)NCc1cccnc1)(C(F)(F)F)C(F)(F)F
  A: -1 | B: -10 | C: -2 | D: 1317 | E: 1 | F: x | G: 1 | H: 1.1 | I: -2 | J: 2 | K: 3

#37 CC(=O)c1c(C(C)=O)c(C)n(-c2nc(-c3ccccc3)c(C)s2)c1C
  A: 8 | B: x | C: 4 | D: 1615 | E: 1 | F: x | G: 0.9 | H: 0.9 | I: 5 | J: 2 | K: 10

#38 O=C(NC1c2ccccc2-c2ccccc21)c1ccco1
  A: 0 | B: -11 | C: 4 | D: 1478 | E: 1.1 | F: x | G: 0.9 | H: 1.1 | I: -3 | J: 8 | K: 5

Single values from the list:
Value for no. 4 under G6PDH counter: 14
Value for no. 22 under PMI activator: 1

3 compounds from above, sorted by the value under PMI act hi M6P, falling:
item | SMILES | PMI act hi M6P
38 | O=C(NC1c2ccccc2-c2ccccc21)c1ccco1 | 1.1
35 | Cn1c(=O)cc(NCCc2ccccc2)[nH]c1=O | 1
34 | C=C(Br)Cn1c(CCCC)nc2ccccc21 | 0.9
